Assay outcomes from PubChem.
Myeloid diff MLP: promotes myeloid progenitor differentiation. 360,000 tested, 1% active. ER-HoxA9 myeloid progenitors, lysozyme-GFP differentiation, flow cytometry. calls only at 10 µM;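 active = normalized GFP-positive differentiation at or above the plate's own cutoff, the solvent-only control mean plus 3 SD; inconclusive = no clear call, values can overlap the other calls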;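 note: cells exposed to compound for four days before flow analysis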
P. falciparum M17LAP: P. falciparum M17LAP inhibitors, primary screen, biochemical, fluorogenic H-Leu-NHMec substrate, 1536-well (AID 1619); 220,000 tested, 0.38% active; inhibition, % at 30 µM; hits with a dose series show IC50 in µM; recombinant M17LAP, H-Leu-NHMec fluorogenic kinetic assay; higher % means a stronger effect;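 active = compound inhibiting the enzyme by more than half at any dose during confirmatory dose-response retesting; inconclusive = strong single-dose inhibitors picked by rank but not retested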;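 note: plate controls were full reaction with DMSO carrier for no effect and no enzyme background for full effect; strong numbers were not always called active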
ER stress rescue: protection against thapsigargin-triggered cell killing – 384-well, CSM14.1, ATP luminescence, primary screen (AID 1222); cellular ATP content (survival), % at 20 µM; hits with a dose series show EC50 in µM; 190,000 tested, under 10 active; CSM14.1 thapsigargin-induced death rescue, ATP luminescence; higher % means a stronger effect;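 active = EC50 below 50 µM in the dose-response confirmation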;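 note: death triggered by thapsigargin at about 15 µM added after 2 h compound pretreatment; cell ATP read after overnight thapsigargin exposure of roughly 18 to 22 hours; normalized against plate controls of thapsigargin alone and 5% DMSO vehicle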
M1AAP inhibition: malaria alanyl aminopeptidase activity blockers – biochemical, fluorogenic H-Leu-NHMec substrate, 1536-well (AID 1445). recombinant M1AAP, H-Leu-NHMec fluorogenic kinetic assay; higher % means a stronger effect. inhibition, % at 30 µM; hits with a dose series show IC50 in µM. 220,000 tested, 0.42% active;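 active = primary inhibition above the hit cutoff, then over 50% inhibition at one or more dose response concentrations, cut at about 23% in these data, passing the limit was not always enough; inconclusive = conflicting primary data, or primary hits not chosen for dose response; inactive = low primary inhibition, or under 50% at every dose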;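 note: plate controls were DMSO full reaction for no effect and no enzyme background for full effect; strong numbers were not always called active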
human PMI inhibitors: MPI inhibition at elevated mannose 6-phosphate – biochemical, fluorescence intensity, high mannose 6-phosphate, primary screen (AID 1220). recombinant PMI enzyme, coupled fluorescence intensity; higher % means a stronger effect. inhibition, % at 20 µM; hits with a dose series show IC50 in µM. 190,000 tested, 0.66% active
XIAP displacement: small molecules displacing peptide from XIAP – biochemical, IAP family, fluorescence polarization (AID 1018) | XIAP BIR domain, fluorescence polarization peptide displacement; higher % means a stronger effect | 200,000 tested, 0.007% active | displacement, % at 20 µM, or IC50 in µM where a hit was titrated; in the data active = displacement above about 50%; note: a part of the inactive calls stands beside numbers as strong as those of hits
TNAP activation fold: human TNAP enzyme activators, primary screen, biochemical, luminescent, no phosphate acceptor, uHTS (AID 1001) | purified TNAP, luminescent activation assay, no phosphate acceptor; higher activation fold means a stronger effect | activation fold at 20 µM; hits with a dose series show EC50 in µM | 200,000 tested, 0.03% active; in the data active = activation fold from about 3, or a potency from the dose series; inactive = the rest, 99 in 100 with activation fold below about 1.6; note: many of its hits are not listed in these tables
PMI inhibitors: MPI enzyme activity inhibition – biochemical, fluorescence intensity, coupled assay, primary screen (AID 1209). purified PMI enzyme, coupled fluorescence intensity; higher % means a stronger effect. one-dose inhibition, % at 20 µM; IC50 in µM for titrated hits. 190,000 tested, 0.42% active;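 note: plate controls were DMSO vehicle for no effect and wells lacking substrate for full effect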
LYP phosphatase: inhibitors of LYP phosphatase, biochemical, fluorescence intensity, uHTS (AID 1779). recombinant LYP phosphatase, fluorescence intensity; higher % means a stronger effect. inhibition, % at 11.5 µM, or IC50 in µM where a hit was titrated. 290,000 tested, 0.054% active;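 note: plate controls were vehicle with enzyme for no effect and no enzyme for full effect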
Myeloid diff MLP GFP+ MAC1+ %: further read-out of Myeloid diff MLP, marked with its call; GFP+ MAC1+ double positive, %; measured here: differentiation confirmed by MAC1 staining
Active calls of the source: *; i = inactive; ? = inconclusive; · = not tested or not shown; & = joins results of further samples. Cut-off read from the data, not from the text of the source, unless noted: active = inhibition above about 50%; inactive = the rest. This is a random part of the collection; overall some 2.7% were active at least once.

Order of results: Myeloid diff MLP	Myeloid diff MLP GFP+ MAC1+ %	P. falciparum M17LAP	ER stress rescue	M1AAP inhibition	human PMI inhibitors	XIAP displacement	TNAP activation fold	PMI inhibitors	LYP phosphatase
> CC(C)CN1CCNC(=O)C1CC(=O)NCCc1ccc(C(F)(F)F)cc1 (stereo not drawn)
    i	0.2	-1%	1.9%	1%	2%	-4.2%	1	-4%	-9%
> c1ccc(Cn2nnnc2C(c2cccnc2)N2CCN(C3CCCCC3)CC2)cc1 (stereo not drawn)
    i	2.8	0%	-0.6%	-3%	-22%	-6.7%	1.1	-7%	-3%
> CCOC(=O)C1=C(O)C(=O)N(C2CCCCC2)C1
    i	0.3	2%	·	1%	·	·	·	·	-4%
> COc1ccc(S(=O)(=O)N2CCCC2C(=O)Nc2nnc(-c3cccnc3)s2)cc1 (stereo not drawn)
    i	4.5	10%	-1.2%	6%	-10%	-4.0%	1	2%	3%
> O=C(/C=C/c1ccco1)NC(=S)Nc1cccc(-c2nc3ccccc3o2)c1
    ?	·	12%	1.3%	14%	1%	-17%	1	9%	6%
> Cc1c(NC(=O)c2cn3ccccc3n2)cccc1-n1cnnn1
    i	0.6	-1%	·	-3%	·	·	·	·	-6%
> O=C(COC(=O)Cc1ccc(Cl)cc1Cl)Nc1ccc(OC(F)F)cc1
    i	0.2	41%	1.3%	-1%	21%	-11%	1.1	20%	-2%
> Nc1c(C(=O)NC2CCCC2)c2nc3ccccc3nc2n1/N=C/c1ccco1
    i	0.6	-7%	-0.9%	3%	5%	-14%	1.1	-2%	1%
> O=C(C1CCCC1)N1CCC(CO)(Cc2ccccc2Cl)CC1
    i	0.8	8%	0.8%	1%	-2%	-0.1%	1.1	1%	-5%
> Cc1ccc(NC(=O)CSc2nc3c(c(=O)[nH]2)CN(Cc2ccc(F)cc2)CC3)cc1C
    i	0.4	0%	0.0%	3%	27%	-9.4%	1.1	12%	-6%
> Cc1ccc(Nc2cnn(C34CC5CC(CC(CC(=O)O)(C5)C3)C4)c(=O)c2Cl)c(Cl)c1
    i	0.5	24µM*	-0.6%	10%	2%	-5.5%	1.1	-7%	-2%
> O=S(=O)(c1ccccc1)c1nc(-c2ccco2)oc1Nc1ccccc1
    i	0.9	8%	0.4%	0%	-4%	-10%	1.1	-29%	10%
> COc1cccc(-c2nn[nH]n2)c1O
    i	0.3	6%	-5.0%	10%	9%	-1.3%	1	18%	1%
> O=C(COc1ccccc1O)Nc1ccc(Cl)cc1
    i	0.6	7%	1.4%	8%	14%	-0.5%	1	12%	2%
> Cc1ccccc1CN(C)CC(=O)Nc1ccccc1-c1ccccc1
    i	0.6	5%	3.9%	-3%	1%	-3.2%	1.1	10%	-4%
> O=C(CN1C(=O)C(=O)c2ccccc21)NCCc1ccccc1
    i	0.6	7%	-0.2%	5%	14%	-11%	0.9	-6%	-2%
> COC(=O)CCC(=O)OC1(C)C(=O)C=C2C=C3CCCN3C=C2C1=O (stereo not drawn)
    i	0.6	15%	·	3%	·	·	·	·	-10%
> C=CCNC(=S)N/N=C/c1cn(C)c2ccccc12
    i	0.3	22%	·	9%	·	·	·	·	7%
> O=C(Nc1ccc(Cl)cc1)c1csc(-c2ccncc2)n1
    i	0.1	-3%	2.0%	2%	7%	29%	1.1	1%	-3%
> COc1ccc(OC)c(-c2cc(C(=O)N3CCCc4ccccc43)no2)c1
    i	6.7	10%	-1.2%	1%	3%	-5.0%	1.1	6%	-9%
> O=C(CN1CCc2ccccc21)NN1CC(=O)N(c2ccccc2)CC1=O
    i	1.2	0%	·	0%	·	·	·	·	-5%
> O=C(CSc1nnnn1-c1cccc2c1CCCC2)NC1CCCC1
    i	1.4	4%	-0.8%	17%	-3%	-4.2%	1.1	4%	0%
> CCOC(=O)c1c(-c2ccccc2)nc2cc(C)ccn12
    i	0.3	9%	6.2%	3%	12%	-2.1%	1	1%	2%
> COC(=O)C1=C(O)/C(=C\c2cc(C)n(-c3ccc(F)cc3)c2C)N=C1C
    i	0.9	11%	-0.3%	19%	-32%	-12%	0.8	-69%	-5%
> COc1ccccc1-c1c(C)nn2c(C)cc(C)nc12
    i	2.7	-5%	-0.4%	1%	16%	-3.0%	1	17%	-1%
> CCOCCCn1c(=NC(=O)c2cccnc2)c(C(=O)OCC)cc2c(=O)n3ccccc3nc21
    i	0.4&0.1	-444%	-2.8%	14%	-7%	-3.5%	1	-12%	1%
> CSc1nsc(SCC(=O)Nc2nncs2)n1
    i	0.6	-1%	-1.3%	-6%	-1%	-3.0%	1.1	-4%	1%
> Cc1cc(N2CCOCC2)n2nc(-c3cccc(F)c3)cc2n1
    i	0.6	3%	1.8%	5%	2%	1.9%	1.1	2%	-1%
> CCCS(=O)(=O)N1CCN(Cc2ccccc2OCC)CC1
    i	0.4	7%	·	4%	4%	-0.3%	1.2	4%	-1%
> CCn1c(O)c(C=Nc2ccccc2)oc1=S
    i	0.9	-3%	-1.8%	7%	5%	-4.9%	1.1	0%	-5%
> CCOc1ccc(NC(=O)CSc2nnc(C)n2CC2CCCO2)cc1 (stereo not drawn)
    i	0.5	32%	4.2%	3%	-6%	-21%	1.1	-4%	-11%
> CC1CC(=O)NN=C1c1cccs1 (stereo not drawn)
    i	0.9	0%	·	-1%	·	·	·	·	-8%
> Cn1c(NC(=O)CC(C)(C)C)cc(=O)n(C)c1=O
    i	2.7	-3%	·	1%	-2%	-6.7%	1	7%	-6%
> COCc1ccc2oc(C(=O)O)cc2c1
    i	0.5	8%	-0.1%	-4%	6%	-3.0%	1.1	4%	2%
> N#C/C(=C\c1ccc(C#N)cc1)C(=O)c1ccccc1
    i	1.4	0%	·	9%	·	·	·	·	1%
> Cc1cccc(OCC(=O)O/N=C(\N)c2ccc(Br)cc2)c1
    i	0.2	15%	·	1%	·	·	·	·	-4%
> CC(C)(C)c1cc(=O)n2[nH]c(N)nc2n1
    i	0.4	5%	0.7%	-1%	-6%	0.3%	0.9	-3%	-7%
> CC1CCCN(S(=O)(=O)c2ccc(NC(=O)CCN3C(=O)c4ccccc4C3=O)cc2)C1 (stereo not drawn)
    i	1.0	-15%	3.8%	0%	15%	-4.1%	1.1	26%	1%
> O=C(Nc1cccc(OC(=O)c2ccco2)c1)c1ccco1
    i	0.9	-3%	-1.5%	-20%	8%	-2.2%	1	-2%	-4%
> Cc1ccc(S(=O)(=O)N(C)CC(=O)O/N=C(\N)c2ccccn2)cc1
    i	0.6	11%	-0.1%	3%	0%	-1.5%	1.1	5%	1%
> CCOC(=O)N1CCN(C(=O)c2ccc3c(=O)n(Cc4ccc(OC)cc4)c(=S)[nH]c3c2)CC1
    i	0.6	-2%	5.9%	1%	11%	3.6%	1.1	5%	2%
> Cc1ccc(C2C(C#N)=C(N)Oc3cc4c(cc32)OCO4)cc1 (stereo not drawn)
    i	1.3	9%	-0.4%	11%	0%	-5.8%	1	9%	2%
> c1ccc(C2=NNC(=NCc3ccc4c(c3)OCO4)SC2)cc1
    i	0.9	15%	2.9%	6%	5%	-0.3%	1.1	9%	-2%
> CC1c2ccsc2CCN1C(=O)NC(=O)c1ccc(Cl)cc1 (stereo not drawn)
    i	0.3	1%	·	1%	·	·	·	·	-7%
> O=C(O)c1ccc(NCc2nc3ccccc3n2Cc2ccccc2)cc1
    i	0.5	-6%	·	-1%	·	·	·	·	-9%
> O=C(CSCc1c(Cl)cccc1Cl)NCC1CCCO1 (stereo not drawn)
    i	0.5	-5%	-1.4%	0%	-11%	-5.1%	1.1	-2%	-14%
> CCOP(=O)(/C(C#N)=C(\C)O)c1ccccc1 (stereo not drawn)
    i	0.4	2%	0.4%	-1%	-15%	-1.6%	1	-16%	-4%
> O=C(CCn1ccc([N+](=O)[O-])n1)NC1CCCCCC1
    i	0.3	8%	-0.2%	10%	-3%	2.4%	1	-4%	-8%
> COc1ccccc1CN(CC(=O)NCc1ccco1)C(=O)CNS(=O)(=O)c1ccccc1
    i	0.8	0%	-1.8%	5%	1%	-2.9%	1.1	10%	-1%
> C=CCNC(=O)c1ccc(C2SCC(=O)N2Cc2ccco2)cc1 (stereo not drawn)
    i	0.7	4%	-1.0%	11%	8%	2.7%	1.1	4%	-4%
> COc1cccc(NC(=O)NCc2cccn2C)c1
    i	1.0	15%	-1.0%	4%	8%	0.6%	1.1	5%	0%
> O=S(=O)(Nc1nnc(-c2ccccc2)s1)c1ccc(Cl)cc1
    i	0.4	26%	-1.4%	?	-2%	-4.6%	1.1	8%	3%
> CC1=CC2=NC(=O)CC(C)(C(=O)N(CC(=O)NC3CCCC3)c3cc(C)cc(C)c3)N2C=C1 (stereo not drawn)
    i	0.6	-15%	-0.3%	1%	14%	-6.1%	1	8%	-14%
> Cc1cc(NC(=O)COC(=O)C(Cc2ccccc2)NC(=O)c2ccco2)no1 (stereo not drawn)
    i	0.2	9%	1.1%	-1%	3%	-1.8%	1.1	0%	-3%
> COc1ccc(Cl)cc1NC(=O)C(C)N1CCc2ccccc21 (stereo not drawn)
    i	0.8	-3%	1.3%	-2%	6%	-7.4%	1	-9%	-8%
> O=C(Cn1cc2c(n1)CCCC2)NCc1cccs1
    i	1.8	3%	-0.7%	2%	5%	-6.1%	1.1	5%	-4%

5 compounds drawn at random from the list so far:
Order of results: Myeloid diff MLP	Myeloid diff MLP GFP+ MAC1+ %	P. falciparum M17LAP	ER stress rescue	M1AAP inhibition	human PMI inhibitors	XIAP displacement	TNAP activation fold	PMI inhibitors	LYP phosphatase
> O=S(=O)(c1ccccc1)c1nc(-c2ccco2)oc1Nc1ccccc1
    i	0.9	8%	0.4%	0%	-4%	-10%	1.1	-29%	10%
> CCOc1ccc(NC(=O)CSc2nnc(C)n2CC2CCCO2)cc1 (stereo not drawn)
    i	0.5	32%	4.2%	3%	-6%	-21%	1.1	-4%	-11%
> COc1cccc(NC(=O)NCc2cccn2C)c1
    i	1.0	15%	-1.0%	4%	8%	0.6%	1.1	5%	0%
> CC1CC(=O)NN=C1c1cccs1 (stereo not drawn)
    i	0.9	0%	·	-1%	·	·	·	·	-8%
> O=C(CN1CCc2ccccc21)NN1CC(=O)N(c2ccccc2)CC1=O
    i	1.2	0%	·	0%	·	·	·	·	-5%
